Statin myotox sup – suppressors of simvastatin-induced myotoxicity in C2C12 myotubes; ATP luminescence, 48 h; scaled: DMSO 0, geranylgeraniol control 100; hit rate 0.78% among 330,000; rescue of ATP level, % at 7.49 µM;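 active means mean ATP rescue above about 67%, or every replicate alone reaching that limit, limit read from the data, passing the limit was not always enough; inconclusive means no clear call, values can overlap the other calls; inactive means mean under the limit and some replicate under it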;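 further: myotubes were challenged with 10 µM simvastatin during compound exposure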
esBAF inh – blocks esBAF chromatin remodeling in mouse ES cells; Bmi1-luciferase knock-in reporter, 24 h; 100% = twice the neutral-well signal; reporter increase, % at 12.5 µM; hit rate 2% among 350,000; in the data active means activation above about 40%; inconclusive means no clear call, values can overlap the other calls;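 further: 0% = median of the plate's neutral control wells and 100% = double that signal; a rise in the Bmi1 reporter signal indicates esBAF inhibition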
* marks the source's active call; other numbers are inactive results; u = inconclusive.

SMILES | Statin myotox sup | esBAF inh
C=CCc1cccc(C2Nc3ccccc3C(=O)N2O)c1O (centres undefined) | -6 | 21
Cc1cccc(-n2nc(C(=O)Nc3ccccc3)n3c(=O)cc(-c4ccccc4)nc23)c1 | -3 | 6
CCOc1ccc2[nH]c(=O)c(CN(Cc3cccnc3)C(=O)Nc3ccccc3OC)cc2c1 | -13 | -2
CC1CCN(C(=O)c2ccc(NC(=O)C3CCCO3)cc2)CC1 (centres undefined) | 0 | 2
COc1ccc(OC)c(N2C(=O)C(Cl)=C(N3CCOCC3)C2=O)c1 | -14 | -4
CC(C)OCCCN1CN(S(=O)(=O)c2cccc(Cl)c2)c2nc3ccccc3nc21 | -9 | 31
Cc1cccc(C(C#N)c2nc3ccccc3nc2C(F)(F)F)c1 (centres undefined) | u | -3
CCC(=O)Nc1nnc(CCc2ccccc2)s1 | -1 | 12
CCOC(=O)CNC(=O)CCCCCC(=O)NCC(=O)OCC | 5 | -7
CCOC(=O)N1CCN(Cc2ccccc2Cl)CC1 | -9 | -2
Cc1ccnc(N/C=C(\C#N)c2nc(-c3cccc(Br)c3)cs2)c1 | 0 | 5
CC(Oc1ccccc1Cl)C(=O)N(Cc1ccco1)C1CCS(=O)(=O)C1 (centres undefined) | 6 | -3
O=C(CN1CCOCC1)Nc1ccc(Br)cn1 | 12 | 6
CSCCC(NS(=O)(=O)c1ccc(C)cc1)C(=O)NCCc1c[nH]c2ccccc12 (centres undefined) | 8 | 5
CCOc1cccc2c1OC1(C)CC2NC(=O)N1c1ccc(OC)cc1 (centres undefined) | -10 | -12

4 compounds out of the list, arranged by molecular weight, low to high:
SMILES | Statin myotox sup | esBAF inh
C=CCc1cccc(C2Nc3ccccc3C(=O)N2O)c1O (centres undefined) | -6 | 21
O=C(CN1CCOCC1)Nc1ccc(Br)cn1 | 12 | 6
CC1CCN(C(=O)c2ccc(NC(=O)C3CCCO3)cc2)CC1 (centres undefined) | 0 | 2
CCOc1ccc2[nH]c(=O)c(CN(Cc3cccnc3)C(=O)Nc3ccccc3OC)cc2c1 | -13 | -2

New compounds follow
SMILES | Statin myotox sup | esBAF inh
Cn1c(-c2ccc(-c3ccccc3)cc2)c[nH]c1=S | 43 | 28
Cc1ccc(S(=O)(=O)N2CCOCC2)cc1C(=O)NCc1cn2ccsc2n1 | -38 | 1
CCN(CC)C(=O)CSc1nc(-c2ccc(C)cc2)nc2c1COC(C)(C)C2 | -4 | 8
Cc1nc(CSc2ccc(Cl)cc2)cc(N2CCOCC2)n1 | -3 | 11
O=C(NCc1ccco1)C1CCN(C(=O)c2cc3sccc3n2Cc2ccc(Cl)cc2)CC1 | 11 | 9
CCCN(C)C[C@@H]1Oc2ncc(-c3ccccc3)cc2C(=O)N([C@@H](C)CO)C[C@@H]1C | -4 | -3
Cc1cc(NC(=O)CCC(=O)N(c2ccccc2)C(C(=O)NC2CCCC2)c2cccs2)no1 (centres undefined) | 6 | 8
CC(C)Oc1ccc(/C(O)=C2/C(=O)C(=O)N(CCN(C)C)C2c2ccco2)cc1 (centres undefined) | -6 | 35
NC1=NC2(CCCCC2)n2c(nc3ccccc32)N1 | 38 | -8
CCN1CCCC1CN(Cc1cc2c(C)cc(C)cc2[nH]c1=O)C(=O)NC1CCCCC1 (centres undefined) | -9 | 2
CSCCC(NC(=O)OC(C)(C)C)C(=O)NC(CC(C)C)C(N)=O (centres undefined) | -22 | 5
O=C(CN1CCN(c2ncccn2)CC1)NCc1ccccc1 | -13 | 5
O=C(CN(C(=O)CSc1nnc(COc2ccccc2)o1)c1ccc(F)cc1)NC1CCCCC1 | 16 | 5
Cc1ccc(NC(=O)c2cn(-c3cccc(C)n3)cn2)cc1 | -26 | 26
O=C1CC(=C(c2ccccc2)c2ccccc2)C(=O)N1CCCCN1CCN(c2ccccc2)CC1 | 9 | -7
Cc1nc2sc(-c3ccccc3)cc2c(=O)n1-n1cccc1 | 1 | 48*
CCc1cc(-c2[nH]ncc2-c2ccc([N+](=O)[O-])cc2)c(O)cc1OC | 1 | 4
Cc1cc(C)nc(N2CCCC(C(=O)Nc3nnc(C)s3)C2)n1 (centres undefined) | 9 | -18
COc1ccc(C2C3=C(CC(C)(C)CC3=O)Oc3ncn(CCCn4ccnc4)c(=N)c32)cc1 (centres undefined) | -3 | 8
CCC(CC)C(=O)Nc1c2cnn(-c3ccccc3)c2nc(=O)n1-c1ccccc1 | -3 | 3
Cc1cc2ccccc2c(=O)n1CC(=O)NCC1COc2ccccc2O1 (centres undefined) | 3 | -9
CCCc1nn2c(=O)c(C(c3ccc(C)cc3)c3c(O)nc4sc(CCC)nn4c3=O)c(O)nc2s1 | 19 | -7
Cc1ccc(N2CC(C(=O)OCc3ccccc3F)CC2=O)cc1 (centres undefined) | -5 | -4
CCC1(CC)C(=O)C(C)(C)C(=O)OC1c1cccs1 (centres undefined) | -7 | 7
c1nc(NCC2(N3CCOCC3)CCCCC2)c2ccsc2n1 | 6 | 0
O=C(CN1CCN(C(=O)c2ccco2)CC1)Nc1ccc2c(c1)OCO2 | 4 | 10
OCCNC1=NCCN1 | -7 | -10
CN1CCN(C(=O)CSc2nc(-c3cccs3)cc(-c3cccs3)c2C#N)CC1 | 9 | -5
CN(C)c1c([N+](=O)[O-])ncn1C | 6 | -5
CO/N=C\C(=N\Nc1ccc(OC)cc1)C(=O)c1ccccc1 | -1 | 0
CCC(=O)Nc1ccc(NC(=O)CSc2nnnn2C(C)C)cc1 | -2 | 0
O=C(NCC1COc2ccccc2O1)c1ccc(NC(=O)c2ccco2)cc1 (centres undefined) | -17 | 14
O=C(CN1C(=O)CSC1=O)N1CCCCC1 | 11 | -14
CCOc1ccc(-n2cc(C(=O)N3CCN(C)CC3)c3cc(OC)c(OC)cc3c2=O)cc1 | -13 | 3
COc1cc(NC(=O)c2cc3ccccc3o2)c(OC)cc1Cl | 1 | -4
CCC(=O)Oc1ccc(C(=O)Nc2ccc3c(c2)C(=O)N(C2CCCCC2)C3=O)cc1 | 6 | 22
O=S(=O)(O)c1nc2ccccc2n1Cc1ccc(Cl)cc1 | 18 | 0
CCOC(=O)N1CCN(c2ncnc3c2[nH]c2ccc(OC)cc23)CC1 | -13 | 2
O=c1cc(N2CCCCC2)c(-c2ccccc2)nn1Cc1ccccc1Cl | 35 | -4
CCOC(=O)C(O)(C1C(=O)CC(C)(C)CC1=O)C(F)(F)F (centres undefined) | 1 | -5
O=C(O)CCN1C(=O)C(=C2CCCCCC2)SC1=S | 20 | 6
Brc1ccc2cccnc2c1 | 9 | -5
CCN(CC)C(=O)c1c(C)nc2ccccn12 | 13 | -6
Cc1ccc(C(C)C)c(OCCNS(C)(=O)=O)c1 | 19 | -2
COc1ccc(C(=O)Nc2ccccc2-c2nnn(CC(=O)NCc3ccco3)n2)cc1 | -13 | -3
O=C(CN1CCCCC1)Nc1cccc(-n2cnnn2)c1 | 0 | 4
c1ccc(C2=Nn3c(nnc3-c3n[nH]c4c3CCC4)SC2)cc1 | 25 | 8
NC(=O)c1c(NC(=O)c2ccco2)sc2c1CCC2 | -7 | 103*
C=CCN(CC=C)C(=S)NC(=O)c1ccc(-c2ccccc2)cc1 | 8 | -8
CCNC(=O)c1ccccc1-c1nc(-c2ccccc2Cl)no1 | 22 | 22
CCC(C)Nc1nc(SC(C(C)=O)C(C)=O)nc(N(C)C)n1 (centres undefined) | 1 | -5
CC(C)C(=O)c1cn(CC(=O)NCc2ccco2)c2ccccc12 | -1 | 33
CC(C)C[C@@H]1NC(=O)[C@H](Cc2ccc(O)cc2)NC(=O)c2cc([N+](=O)[O-])cc(I)c2NCCC[C@@H](C(N)=O)NC1=O | 12 | 6
CCOC(=O)C1=C(Nc2ccc(Br)cc2)CC(C)(O)C(C(=O)OCC)C1c1ccccc1 (centres undefined) | 15 | -8
N/C(=N\OC(=O)COc1ccc2ccccc2c1)c1ccncc1 | -9 | 7
O=C(NC12CC3CC(CC(C3)C1)C2)C12CC3CC(C1)CC(n1cnc(Cl)n1)(C3)C2 | 12 | -11
O=C(N/N=C/c1c[nH]c2ccc(Br)cc12)c1ccn(Cc2ccc(Cl)cc2Cl)n1 | -2 | 0
Cc1ccc(Cl)c(OCC(=O)Nc2ccc3c(c2)OCCO3)c1 | 0 | 86*
COc1ccc(CCNC(=O)c2cc(-c3cc(C)ccc3O)n[nH]2)cc1OC | -13 | -8
O=C(Oc1ccc2ccccc2c1)c1ccccc1 | -9 | 11

Further results follow:
SMILES | Statin myotox sup | esBAF inh
O=C(CSc1nc2ccccc2[nH]1)NC(=O)NCc1ccco1 | 14 | -5
C=CCOc1ccccc1/C=N/O | 3 | -5
CCOC(=O)N1CCC(NC(=O)c2sc(-n3cccc3)nc2C)CC1 | -9 | -7
Cc1ccc(C)c(NC(=S)NC(NC(=O)N(C)C)C(Cl)(Cl)Cl)c1 (centres undefined) | -2 | -7
COc1ccnc(N=CNOCc2cccc(Cl)c2Cl)c1C#N | 11 | 34
N#Cc1ccc(OCC(=O)N/N=C2\CCc3ccccc32)cc1 | 12 | 13
O=C(NC1CCCCC1)C1CCCN(S(=O)(=O)c2cccs2)C1 (centres undefined) | -12 | 9
CCC(=O)N(Cc1ccco1)c1nc(-c2cc(OC)ccc2OC)cs1 | -3 | -10
COC(=O)c1c(C)oc2ccc(OC(=O)c3cccs3)cc12 | 11 | -5
O=C(O)c1ccc(N(c2ccccc2)c2ccccc2)cc1 | -8 | 1
Cc1nn(C)c(C)c1NC(=O)c1ccc(S(=O)(=O)N(C)C)cc1 | 5 | -1
CCn1c(=O)c(CCC(=O)N2CCOCC2)c(C)c2c(C)nn(-c3ccccc3)c21 | -24 | -8
COc1cc(/C=C2\C(=O)N(CCC#N)N=C2C)c(Br)cc1OC(C)C | -5 | -2
O=C(Cn1c(=O)n(CCC(=O)N2CCc3ccccc3C2)c(=O)c2ccccc21)NCC1CCCO1 (centres undefined) | 18 | 7
O=C(NCCN=C1NS(=O)(=O)c2ccccc21)c1ccncc1 | 1 | 3
COC(=O)c1ccc(C(=O)OC)c(NC(=S)N2CCCCC2)c1 | 5 | -6
O=C(OCc1cc2ccccc2[nH]c1=O)c1ccccc1 | 19 | 36
C/C(=N\N1CCN(C2c3ccccc3-c3ccccc32)CC1)c1ccncc1 | 2 | 0
COCCn1nnnc1C(C(C)C)N1CCOCC1 (centres undefined) | 27 | 10
O=C(N1CCOCC1)C1(c2ccc(Cl)cc2)CCCC1 | 2 | 5
Cc1ccc(/C=N/NC(=O)C2CCN(Cc3ccc(F)cc3Cl)CC2)o1 | -46 | 5
Cc1ccc(CN2CCSc3ccc(C(=O)N4CCOCC4)cc32)cc1 | 13 | -11
O=C(CSc1n[nH]c(=O)n1C1CC1)Nc1cc(Cl)ccc1Oc1ccccc1 | 4 | -27
Cc1ccc(S(=O)(=O)Nc2ccccc2C(N)=O)cc1 | 6 | -8
COc1ccc(NC(=O)c2cc(OC)c(OC)cc2OC)c(S(=O)(=O)N2CCOCC2)c1 | -4 | 1
N#Cc1c(N)nc2c(c1-c1ccco1)CCCCC2 | 0 | 1
CC1CCCCN1c1nnc(N)s1 (centres undefined) | 0 | -8
CCc1nnc(NC2=NCCC2)s1 | -6 | 3
C=CCn1c(SCC(=O)Nc2ccc(C(=O)OCC)cc2)nnc1-c1cccs1 | 5 | 0
O=C(NCC1CCS(=O)(=O)C1)NCC1CCS(=O)(=O)C1 (centres undefined) | -10 | -2
COc1cc(/C=N/NC(=O)c2sc(N)c(C#N)c2C)cc(Br)c1O | 23 | 10
O=C(NCc1ccccc1)C1COc2ccccc2O1 (centres undefined) | 1 | 22
CN(C)C(=O)N1CCCC(C(=O)NCc2ccc(F)cc2Cl)C1 (centres undefined) | 1 | -5
CCCC(=O)C1=C(O)C(C(=O)OC)C(C)(C)CC1=NC(C)C (centres undefined) | -1 | -7
CC(=O)N1CCCc2cc(S(=O)(=O)N3CCN(C4CCCCC4)CC3)ccc21 | 20 | 8
COc1ccccc1NC(=O)CC1C(=O)NCCN1C(=O)Nc1ccccc1 (centres undefined) | 0 | -3
CCOc1ccc(-n2ccnc2SCC(=O)Nc2nnc(CC)s2)cc1 | 11 | -2
Cc1cccc(Oc2ncc(-c3ccc(Cl)cc3)cn2)c1 | -2 | 12

Of the compounds above, 12 contain an NH in an aromatic ring:
SMILES | Statin myotox sup | esBAF inh
CCOc1ccc2[nH]c(=O)c(CN(Cc3cccnc3)C(=O)Nc3ccccc3OC)cc2c1 | -13 | -2
CSCCC(NS(=O)(=O)c1ccc(C)cc1)C(=O)NCCc1c[nH]c2ccccc12 (centres undefined) | 8 | 5
Cn1c(-c2ccc(-c3ccccc3)cc2)c[nH]c1=S | 43 | 28
CCN1CCCC1CN(Cc1cc2c(C)cc(C)cc2[nH]c1=O)C(=O)NC1CCCCC1 (centres undefined) | -9 | 2
CCc1cc(-c2[nH]ncc2-c2ccc([N+](=O)[O-])cc2)c(O)cc1OC | 1 | 4
CCOC(=O)N1CCN(c2ncnc3c2[nH]c2ccc(OC)cc23)CC1 | -13 | 2
c1ccc(C2=Nn3c(nnc3-c3n[nH]c4c3CCC4)SC2)cc1 | 25 | 8
O=C(N/N=C/c1c[nH]c2ccc(Br)cc12)c1ccn(Cc2ccc(Cl)cc2Cl)n1 | -2 | 0
COc1ccc(CCNC(=O)c2cc(-c3cc(C)ccc3O)n[nH]2)cc1OC | -13 | -8
O=C(CSc1nc2ccccc2[nH]1)NC(=O)NCc1ccco1 | 14 | -5
O=C(OCc1cc2ccccc2[nH]c1=O)c1ccccc1 | 19 | 36
O=C(CSc1n[nH]c(=O)n1C1CC1)Nc1cc(Cl)ccc1Oc1ccccc1 | 4 | -27

Source: PubChem

These rows are one share of the data; the hit share may differ from the screen's.
